sEH inhibitor: soluble epoxide hydrolase inhibitors, primary screen, biochemical, human sEH; Bifunctional epoxide hydrolase 2 (Homo sapiens), P34913; recombinant human sEH enzymatic activity assay; inhibition, % at 2 µM; actives 0.34% (n = 91,000); AID 707, 2007; in the data active means inhibition above about 80%; further: values of inactives mirror those of a sister screen read the other way; many of its hits are not listed in these tables
Target sequence (P34913 whole entry, looked up): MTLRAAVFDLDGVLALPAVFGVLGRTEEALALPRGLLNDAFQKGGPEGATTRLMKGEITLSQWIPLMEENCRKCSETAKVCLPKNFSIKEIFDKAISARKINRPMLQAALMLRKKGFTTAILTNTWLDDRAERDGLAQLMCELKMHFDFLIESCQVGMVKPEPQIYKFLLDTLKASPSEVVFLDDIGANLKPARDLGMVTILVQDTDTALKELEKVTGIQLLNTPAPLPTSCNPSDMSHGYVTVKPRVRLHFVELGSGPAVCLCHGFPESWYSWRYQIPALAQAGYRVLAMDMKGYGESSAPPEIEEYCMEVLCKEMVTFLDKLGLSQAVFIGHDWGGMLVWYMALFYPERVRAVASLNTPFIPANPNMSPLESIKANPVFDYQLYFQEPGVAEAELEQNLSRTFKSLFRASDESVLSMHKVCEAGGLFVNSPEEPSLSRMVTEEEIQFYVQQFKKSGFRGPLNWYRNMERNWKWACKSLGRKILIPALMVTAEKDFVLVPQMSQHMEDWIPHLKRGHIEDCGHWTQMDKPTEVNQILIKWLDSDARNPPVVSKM
E coli WT exp: growth inhibitors of wild-type E. coli, primary screen, strain BW25113, expanded library, OD600 | OD600 absorbance | growth inhibition, % at 100 µM | actives 0.15% (n = 98,000);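 active means growth inhibition above about 50% at one test dose, limit read from the data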;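 further: growth measured after 20 h incubation at 37 °C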
PLAP activator: PLAP enzyme activators, biochemical, luminescence, HTS; purified PLAP enzyme, luminescent substrate read-out; active compounds read high; activation fold at 20 µM; actives 1.2% (n = 96,000); Alkaline phosphatase, placental type (Homo sapiens), P05187; in the data active means activation fold above about 2
Target sequence (P05187 whole entry, looked up): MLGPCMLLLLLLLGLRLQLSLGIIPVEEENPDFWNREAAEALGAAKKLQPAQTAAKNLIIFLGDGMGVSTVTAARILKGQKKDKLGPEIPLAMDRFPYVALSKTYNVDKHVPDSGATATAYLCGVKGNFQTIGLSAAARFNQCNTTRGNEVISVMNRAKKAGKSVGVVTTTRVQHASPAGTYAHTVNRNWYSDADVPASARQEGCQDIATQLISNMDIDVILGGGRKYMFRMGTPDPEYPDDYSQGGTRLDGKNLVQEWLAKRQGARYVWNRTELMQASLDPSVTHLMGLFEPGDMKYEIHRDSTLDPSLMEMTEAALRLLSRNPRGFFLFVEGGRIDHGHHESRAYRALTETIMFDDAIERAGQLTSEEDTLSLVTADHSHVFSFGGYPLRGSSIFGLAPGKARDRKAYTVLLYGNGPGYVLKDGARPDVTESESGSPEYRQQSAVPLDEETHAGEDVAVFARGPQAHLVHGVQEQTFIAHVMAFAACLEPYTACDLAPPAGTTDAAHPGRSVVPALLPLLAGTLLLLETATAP
PostGolgi yeast: phenotypic screen on post-Golgi transport, primary screen | post-Golgi transport phenotypic cell assay | inhibition, % at 10 µM | actives 0.9% (n = 98,000);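 further: yeast cells grown in 1536-well plates; yeast grown about 18 h at 30C before absorbance read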
sEH activator: soluble epoxide hydrolase activators, primary screen, biochemical, human sEH. purified human sEH enzymatic activity, activator screen. actives 0.04% (n = 91,000). activation, % at 2 µM. Bifunctional epoxide hydrolase 2 (Homo sapiens), P34913; in the data active means activation above about 37%; further: values of inactives mirror those of a sister screen read the other way
S1P2 ag: S1P2 receptor agonists, primary screen, cell-based; Sphingosine 1-phosphate receptor 2 (Homo sapiens), O95136; S1P2-expressing cell line, agonist reporter read-out; activation, % at 4.5 µM; actives 0.46% (n = 97,000); AID 729, 2007; in the data active means activation above about 16%;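 further: 0% = vehicle low control and 100% = maximal reference agonist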
CD11b adhes inh: inhibitors of CD11b/CD18 adhesion to fibrinogen, primary screen, K562 cells, luminescence | ATPlite luminescence; Mn2+ added to activate the integrin | inhibition, % at 10 µM | actives 0.54% (n = 93,000);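 active means primary inhibition of 50% or more at 10 µM, then 40% or more on retest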; further: some results filed as inactive read as strong as hits
S1P2 antag: human S1P2 receptor antagonists, primary screen, cell-based; Sphingosine 1-phosphate receptor 2 (Homo sapiens), O95136; cell-based S1P2 antagonist assay, inhibition at 5 uM; inhibition, % at 5 µM; actives 0.21% (n = 97,000); AID 736, 2007; in the data active means inhibition above about 45%;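 further: CRE beta-lactamase reporter cells expressing human S1P2 stimulated with S1P; 0% = agonist at EC80 alone and 100% = agonist plus reference antagonist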
PostGolgi ctrl: growth inhibition of yeast control strain, primary screen, counter-screen for post-Golgi transport modulator project | efflux-deficient yeast background strain, growth absorbance A615, 16 h | inhibition, % at 10 µM | actives 5% (n = 98,000) | AID 738, 2007
* = called active by the depositor; . = no result given. Unless noted, no stated cut-off is given here; in the data, active means inhibition above about 30%; inactive means the rest.

Order of results: S1P2 ag | sEH activator | PostGolgi ctrl | PostGolgi yeast | PLAP activator | E coli WT exp | sEH inhibitor | CD11b adhes inh | S1P2 antag
1: Cn1c(=O)c2c(-c3ccccc3)n(-c3ccccc3O)cc2n(C)c1=O
    3 | 18 | 10 | 3 | 1.1 | -10 | -18 | -8 | -1
2: O=[N+]([O-])c1ccc(N/N=C/c2cn(-c3ccccc3)nc2-c2ccccc2)cc1
    -6 | 6 | 29 | -6 | 0.8 | -29 | -3 | . | 67*
3: O=C(Cn1c(=O)oc2cc(S(=O)(=O)N3CCCC3)ccc21)NCc1ccc(F)cc1
    -2 | 10 | 16 | -1 | . | -15 | -14 | -4 | 6
4: O=C(Nc1ccc2c(c1)oc1ccccc12)c1cccnc1
    -3 | -8 | 8 | -17 | 0.8 | 2 | 8 | 6 | 14
5: COc1cccc(-c2cc(C(=O)O)[nH]n2)c1
    -5 | 1 | 2 | -7 | 0.9 | 0 | 2 | . | 4
6: CCOc1ccccc1CNCCN1CCOCC1
    -6 | -1 | -1 | 2 | 1 | 4 | 0 | . | 8
7: CC(C)CCOc1ccc(NC(=O)C2OC3OC(C)(C)OC3C3OC(C)(C)OC23)cc1 (stereo not drawn)
    -2 | 2 | 9 | -8 | 1.1 | -4 | 1 | . | -17
8: Cc1ccc2c(c1)CN1CN2Cc2cc(C)ccc21
    . | . | -2 | -7 | 1.5 | 3 | . | -4 | .
9: N#Cc1c2c(c(NCCCN3CCOCC3)n3c1nc1ccccc13)CCC2
    -2 | 10 | 6 | 23 | 1.4 | 3 | -9 | -6 | 1
10: COc1ccccc1/C=N/NC(=O)C(NC(=O)c1ccccc1)=C(C)C
    -7 | 7 | 22 | -3 | 1 | 9 | -5 | -6 | 12
11: COc1ccc(-n2c(=S)[nH]c3ccccc32)cc1
    -6 | -1 | 0 | -1 | 1.7 | 12 | 3 | -12 | -2
12: CCOc1ccc(C(=O)NCC(=O)OCC(=O)N2C(C)CCCC2C)cc1 (stereo not drawn)
    -4 | -4 | 8 | 9 | 1.1 | -1 | 3 | -39 | 6
13: COC(=O)c1ccc(-n2nnnc2SCC(=O)N2CCCCC2)cc1
    -4 | . | 6 | -5 | 0.9 | 1 | . | 2 | -15
14: O=c1[nH]c2ccccc2nc1NCCN1CCOCC1
    -1 | -3 | 15 | 25 | 0.8 | 9 | 1 | -24 | -11
15: CCOC(=O)c1[nH]c(C)c(C(=O)OCC(=O)N2CCCCC2C)c1C (stereo not drawn)
    -6 | -24 | 5 | -4 | 1.2 | 2 | 22 | -6 | 4
16: Cc1onc(-c2ccccc2)c1C(N)=O
    -4 | . | 42* | 4 | 0.9 | 1 | . | 7 | 11
17: CC(=O)Nc1ccc2c(c1)C(=O)N(C1CCCCC1)C2=O
    3 | 1 | 18 | -8 | 0.8 | -2 | 2 | 0 | -20
18: CCN=C(Nc1ccc2c(c1)OCO2)SC1CC(=O)N(c2ccc(OC)cc2)C1=O (stereo not drawn)
    -5 | -3 | . | . | . | . | 4 | . | -6
19: Cc1ccc(NS(=O)(=O)c2cc(C(=O)O)ccc2Cl)cc1
    0 | . | 3 | -2 | 1.1 | 2 | . | 3 | 0
20: Cc1nn(-c2ccccc2)c(C)c1/C=N/NC(=O)c1cc(C23CC4CC(CC(C4)C2)C3)[nH]n1
    -2 | 5 | 60* | -2 | 1.4 | -8 | -2 | 3 | -14
21: CCN(CC)S(=O)(=O)c1ccc2oc(C(=O)O)c(C)c2c1
    -1 | 0 | 7 | 3 | 0.9 | 0 | -4 | -16 | 8
22: Cc1cc(/C=N\NC(=O)CC(=O)NC2CCCCC2)c(C)n1-c1ccc(Cl)cc1
    -2 | -3 | 26 | 0 | 1.1 | -3 | 1 | -49 | 14
23: Cc1cc(C)cc(CC(Cc2nc3ccccc3[nH]2)c2nc3ccccc3[nH]2)c1 (stereo not drawn)
    -4 | 8 | 10 | -7 | 4 | -6 | -5 | 93 | -18
24: Cn1c2c(c(=O)n(C)c1=O)C(c1ccc(Br)cc1)Nc1ccccc1O2 (stereo not drawn)
    -3 | . | 13 | 11 | 1.2 | 1 | . | 3 | 23
25: COCCCn1ccc(O)c(Cc2ccc(F)cc2)c1=O
    -5 | 4 | 10 | 15 | 1 | 15 | -4 | . | 7
26: Cc1ccc2cc(C(c3nnnn3C3CCCC3)N(Cc3cccnc3)Cc3ccco3)c(=O)[nH]c2c1 (stereo not drawn)
    . | . | 5 | -6 | 1.6 | -16 | . | 19 | .
27: Cc1cc(N2CCCCCC2)nc(-c2ccccc2O)n1
    -2 | 0 | 34* | 1 | 1.2 | 0 | 0 | 17 | -6
28: CC1=CC(C)C2C(=O)N(O)C(=O)C2C1 (stereo not drawn)
    -4 | -6 | 8 | -3 | 0.9 | 3 | 6 | 6 | 0
29: COc1cccc(-c2cc3nc(-c4ccccc4)cc(N4CCC5(CC4)OCCO5)n3n2)c1
    6 | 15 | 6 | 0 | 1.3 | -16 | -14 | . | -28
30: CCNc1nc(Oc2ccc(C(=O)OC)cc2)nc(SC)n1
    -6 | 10 | -4 | 2 | 1.2 | 3 | -11 | 2 | 18
31: CC(=O)Nc1ccc(Sc2ncccc2C(=O)Nc2cc(Cl)cc(Cl)c2)cn1
    -4 | 7 | 18 | 3 | 1 | 0 | -8 | 17 | 3
32: COCCCN1CC23C=CC(O2)C(C(=O)O)C3C1=O (stereo not drawn)
    0 | -1 | 1 | 19 | 1.1 | 3 | 2 | 3 | 4
33: COc1cccc(N2CC(C(=O)Nc3c(C)cccc3C)CC2=O)c1 (stereo not drawn)
    -4 | 0 | 3 | 0 | . | 2 | 2 | . | 10
34: O=C(O)c1cccc(NC(=O)C2C3C=CC(C3)C2C(=O)OCC(F)(F)C(F)F)c1 (stereo not drawn)
    -6 | 4 | 5 | 0 | 0.9 | -1 | 1 | -40 | -8
35: O=C(/C=C/c1ccccc1)c1ccc2c(c1)OCCCCO2
    -5 | 14 | 15 | -2 | 0.9 | 3 | -11 | 20 | 2
36: CCOC(=O)CSc1nnc(CNc2cccc(Cl)c2)n1-c1ccccc1
    -2 | . | 11 | -10 | 1.4 | 11 | . | 8 | 6
37: Nn1c(SCc2csc(-c3ccccc3)n2)nnc1-c1cccs1
    -4 | -4 | 0 | 4 | 1.2 | 0 | 5 | . | 4
38: COC(=O)CSc1ccc2nnc(-c3ccc(OC)c(OC)c3)n2n1
    -3 | -6 | 8 | 2 | 1 | 5 | 6 | -7 | 5
39: Cc1cnc(C(=O)OCC(=O)NC(C)C)cn1
    -7 | . | 15 | -2 | 1.1 | -4 | . | . | 5
40: CCOC(=O)N1CCN(CC(=O)c2c[nH]c3ccc(F)cc23)CC1
    -4 | 4 | 12 | -1 | 1.1 | 17 | -8 | 2 | 3
41: COc1cccc(C2c3c(-c4cc(Cl)c(C)cc4O)n[nH]c3C(=O)N2Cc2cccnc2)c1 (stereo not drawn)
    -3 | 8 | 16 | 1 | 1.1 | -3 | -11 | 45 | -6
42: Cc1cc(N2CCCC2=O)cc(C)c1CN1C(=O)c2ccccc2C1=O
    1 | -6 | . | . | . | . | 9 | . | -33
43: Cc1c(C)n(C(=O)CSc2ncn[nH]2)c2ccccc12
    -13 | 7 | 11 | -6 | 1.8 | -2 | -6 | -29 | 0
44: CN(C(=O)CCN1C(=O)C(C)(C)Nc2ccccc21)c1ccccc1
    0 | 0 | 1 | 10 | 1.4 | -1 | 4 | -18 | -31
45: CC(C)CNC(=O)c1noc2c1CCCC2
    . | . | -2 | 3 | 0.9 | 7 | . | -4 | .
46: CC(=O)Nc1ccc(C(=O)OCC(=O)c2ccc(C)c([N+](=O)[O-])c2)cc1
    -1 | 6 | 26 | -11 | 1 | -1 | -2 | 17 | -21
47: COc1ccc(C(=O)OCC(=O)NCc2ccco2)cc1S(=O)(=O)N1CCN(c2cccc(Cl)c2)CC1
    -5 | 5 | 14 | 5 | 1.5 | -16 | -2 | 28 | 8
48: COc1cccc(CNC(=O)C2CCN(S(=O)(=O)c3cnc[nH]3)CC2)c1
    . | . | 5 | 3 | 1 | -9 | . | -16 | .
49: COc1ccccc1/C=C/C1(C(=O)NC2CCCC2)CC(=O)N1c1ccc(F)cc1 (stereo not drawn)
    -3 | -8 | . | . | . | . | 9 | . | -23
50: CCOC(=O)c1cc(C)sc1N1C(=O)C2C3C=CC(C3)C2C1=O (stereo not drawn)
    -2 | -10 | 0 | 0 | 0.9 | -3 | 8 | -6 | -1
51: COc1ccc(Cl)cc1NC(=O)COC(=O)CCNC(C)=O
    . | . | -1 | -3 | 1.2 | 5 | . | -2 | .
52: O=c1[nH]c2ccc(Cl)cc2c(-c2ccccc2)c1CN1CCOCC1
    1 | 32 | -1 | 3 | 1.9 | 18 | -35 | -2 | 7
53: CCCCOc1ccccc1Cn1c(=O)oc2ccc(C)cc21
    -2 | 8 | 18 | 4 | 1 | -1 | -10 | 48 | -16
54: COC(=O)[C@@H](NC(=O)Nc1ccc(C(C)=O)cc1)C(C)C
    -6 | -5 | 0 | 4 | 0.9 | -4 | 4 | . | 19
55: Cc1cccc(NC(=S)N/N=C/c2ccc([N+](=O)[O-])s2)c1
    -4 | -24 | 96* | 44* | 0.9 | 4 | 24 | . | 2
56: COc1cc(NS(=O)(=O)c2cc(C)ccc2OC)c(OC)cc1Cl
    -6 | -10 | 22 | 6 | 1 | -3 | 8 | 2 | -1
57: Cc1cc(C)cc(-n2nc(C)cc2N)c1
    -3 | -8 | 9 | -1 | 1 | 10 | 5 | -7 | -10
58: CCC(=O)Nc1ccc(N2CCCCC2)c(C(=O)Nc2ccccc2C)c1
    -8 | -12 | 22 | 3 | 1.1 | -5 | 14 | 0 | 9
59: O=C(OCc1ccccc1)c1cn(-c2ccccc2)nc1-c1ccncc1
    -6 | 7 | 37* | 22 | 1 | -11 | -5 | 2 | -10
60: O=C(Nc1ccccc1N1CCN(c2ccc(F)cc2)CC1)C1CCCCC1
    -5 | 6 | 3 | 0 | 1 | -4 | -8 | -3 | 6

Whole records from above. Screens in order: S1P2 ag	sEH activator	PostGolgi ctrl	PostGolgi yeast	PLAP activator	E coli WT exp	sEH inhibitor	CD11b adhes inh	S1P2 antag
Listed for Cc1c(C)n(C(=O)CSc2ncn[nH]2)c2ccccc12 = -13	7	11	-6	1.8	-2	-6	-29	0
Listed for COc1cc(NS(=O)(=O)c2cc(C)ccc2OC)c(OC)cc1Cl = -6	-10	22	6	1	-3	8	2	-1

(next part)
Order of results: S1P2 ag | sEH activator | PostGolgi ctrl | PostGolgi yeast | PLAP activator | E coli WT exp | sEH inhibitor | CD11b adhes inh | S1P2 antag
61: Cc1cc(C)c2nc(N3CCCN(C(=O)c4ccco4)CC3)c(C#N)cc2c1
    -5 | -1 | 19 | 1 | 1.7 | -10 | 2 | -1 | 4
62: Cn1c(-c2ccc(F)cc2)cnc1NCc1ccccc1
    -5 | -1 | 6 | 0 | 1 | 21 | 0 | 0 | 27
63: O=C1CCCc2c1[nH]c1c(Br)cccc21
    -6 | -8 | 13 | 3 | 0.9 | 1 | 6 | -4 | 5
64: CC(COc1cccc2ccccc12)CN1CCN(C)CC1 (stereo not drawn)
    . | . | -4 | -7 | 1.6 | 12 | . | 2 | .
65: CS(=O)(=O)N1CCc2cc(S(=O)(=O)Nc3ccc4oc5c(c4c3)CCCC5)ccc21
    -1 | 0 | 8 | -4 | 1.2 | -17 | -2 | 79 | 9
66: CC1C/C(=N/N2C(=O)CSC2=S)CC(C)(C)C1 (stereo not drawn)
    -7 | -8 | -6 | 6 | 1.9 | 20 | 8 | . | 9
67: CC12CCC(=O)N1c1ccccc1C(=O)N2c1ccccc1 (stereo not drawn)
    2 | 0 | 2 | -4 | 1 | -1 | 2 | 1 | -7

Among those listed so far, these contain a cyano group.
Order of results: S1P2 ag | sEH activator | PostGolgi ctrl | PostGolgi yeast | PLAP activator | E coli WT exp | sEH inhibitor | CD11b adhes inh | S1P2 antag
9: N#Cc1c2c(c(NCCCN3CCOCC3)n3c1nc1ccccc13)CCC2
    -2 | 10 | 6 | 23 | 1.4 | 3 | -9 | -6 | 1
61: Cc1cc(C)c2nc(N3CCCN(C(=O)c4ccco4)CC3)c(C#N)cc2c1
    -5 | -1 | 19 | 1 | 1.7 | -10 | 2 | -1 | 4
